# Screening results (PubChem)
# MITF act: MITF TRPM1 promoter activation in melanoma cells; SK-MEL-5 TRPM1-promoter luciferase, 24 h; % of positive control, neutral wells = 0; activation, % at 12.5 µM; hit rate 0.75% among 300,000; AID 588334;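 active means mean activation of at least 80% with every replicate also reaching 80%; inconclusive means mean reaches 80% but some replicate falls short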;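 further: 0% = neutral control wells and 100% = parthenolide positive control wells; values of inactives mirror those of a sister screen read the other way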
# CDK5 inh: CDK5/p35 (human) kinase inhibition. Recombinant CDK5/p35, ADP-Glo luminescence, 60 min. hit rate 0.01% among 330,000. Q00535+Q15078. inhibition, % at 10 µM;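 active means highest replicate inhibition of at least 50% and at least 75% of replicates reaching 50%; inconclusive means only one of the two criteria met; inactive means both criteria failed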;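 further: plate controls were DMSO neutral control for no effect and GW8510 at 10 µM for full effect; many of its hits are not listed in these tables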
# Target sequence (Q00535 whole entry, looked up): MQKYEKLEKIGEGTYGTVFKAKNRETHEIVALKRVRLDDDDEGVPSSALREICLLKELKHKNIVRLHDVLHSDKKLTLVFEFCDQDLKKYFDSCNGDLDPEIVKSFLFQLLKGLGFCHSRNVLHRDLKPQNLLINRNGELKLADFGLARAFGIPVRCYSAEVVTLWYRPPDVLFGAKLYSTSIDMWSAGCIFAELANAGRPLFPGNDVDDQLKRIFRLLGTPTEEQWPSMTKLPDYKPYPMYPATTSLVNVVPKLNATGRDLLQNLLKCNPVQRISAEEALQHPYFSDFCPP
# Target sequence (Q15078 whole entry, looked up): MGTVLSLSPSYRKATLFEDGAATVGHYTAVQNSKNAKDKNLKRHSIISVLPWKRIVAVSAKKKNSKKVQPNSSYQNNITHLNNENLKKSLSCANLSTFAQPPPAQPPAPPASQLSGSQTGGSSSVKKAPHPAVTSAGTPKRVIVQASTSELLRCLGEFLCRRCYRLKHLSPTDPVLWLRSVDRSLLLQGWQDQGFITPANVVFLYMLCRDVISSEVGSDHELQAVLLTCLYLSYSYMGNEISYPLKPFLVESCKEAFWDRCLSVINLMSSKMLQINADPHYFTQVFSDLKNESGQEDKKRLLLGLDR
# Rtt109 Vps75: blocks Candida albicans Rtt109/Vps75 acetyltransferase activity. purified Rtt109/Vps75, ThioGlo CoA-SH fluorescence, 4 h. inhibition, % at 34.9 µM. hit rate 0.16% among 330,000;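 active means inhibition of at least 50% in every replicate; inconclusive means best replicate reaches 50% inhibition but some replicates fall short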
# SR-BI DiI-HDL act: SR-BI HDL lipid transfer activation; CHO ldlA[mSR-BI] cells, DiI-HDL uptake fluorescence, 3 h; 100 = double the neutral-control signal; activation, % at 12.5 µM; hit rate 0.096% among 320,000; AID 504775;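 active means mean replicate activation of at least 60% and every replicate at or above 60%; inconclusive means mean or all-replicate condition met, but not both; inactive means mean below 60% and not all replicates reaching 60%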;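 further: 0% = median plate neutral-control signal and 100% = twice that signal; values of inactives mirror those of a sister screen read the other way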
#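 Material – SR-BI-overexpressing, LDLR-lacking CHO cells · Medium – BSA-supplemented, HEPES-buffered Ham's F12, pH 7.4 · Doses – single concentration · Times – compound with DiI-HDL co-incubation, 3 h at 37 °C · Measured by – bottom-read fluorescence, 550/595 nm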
# Wnt act: activates Wnt/beta-catenin signaling in a reporter cell assay; activator, plate reader; activation, % at 9.35 µM; hit rate 1.2% among 300,000; AID 743398; in the data active means activation above about 30%, passing the limit was not always enough; inconclusive means no clear call, values can overlap the other calls;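 further: 0% = neutral control wells and 100% = positive control wells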
# RTF Ca sens act: cardiac RTF calcium sensitization. P19429+P45379. IANBD-labeled TnC RTF fluorescence at EC20 calcium; 0% EC20 calcium, 100% full calcium. activation, % at 7.2 µM. hit rate 0.24% among 340,000. AID 493008;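 active means activation above the mean over all tested compounds plus 3 SD, cut at about 30% in these data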;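 further: rise in fluorescence read as greater calcium sensitivity of cardiac thin filaments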
# SR-BI HDL uptake: inhibitors of mouse SR-BI mediated HDL lipid uptake | Q61009 | ldlA[mSR-BI] CHO cells, DiI-HDL uptake fluorescence, 3 h | inhibition, % at 12.5 µM | hit rate 0.96% among 320,000;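 active means mean replicate inhibition of at least 70% and a set share of replicates each scoring 70 or more; inconclusive means meets just one of the two criteria; inactive means fails both criteria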;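 further: 0% = median of neutral control wells and 100% = median of positive control wells; values of inactives mirror those of a sister screen read the other way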
# PvdQ acylase: blocks Pseudomonas aeruginosa PvdQ acylase activity. inhibition, % at 10 µM. hit rate 0.063% among 340,000. purified PvdQ acylase, fluorescence plate reader; in the data active means inhibition above about 30%, passing the limit was not always enough; inconclusive means no clear call, values can overlap the other calls;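 further: 0% = vehicle neutral wells and 100% = reference inhibitor wells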
# dFosB activator: activators of mouse delta FosB homodimer. purified delta FosB, TAMRA-CDK5 oligo fluorescence polarization; percent of positive-control signal above neutral wells. activation, % at 25 µM. hit rate 0.99% among 340,000;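 active means mean activation above about 17%, with every replicate also reaching it, limit read from the data, passing the limit was not always enough; inconclusive means only one of the two conditions met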;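 further: fluorescence polarization rise as delta FosB binds a TAMRA Cdk5 AP-1 oligo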
# Target sequence (P13346 whole entry, looked up): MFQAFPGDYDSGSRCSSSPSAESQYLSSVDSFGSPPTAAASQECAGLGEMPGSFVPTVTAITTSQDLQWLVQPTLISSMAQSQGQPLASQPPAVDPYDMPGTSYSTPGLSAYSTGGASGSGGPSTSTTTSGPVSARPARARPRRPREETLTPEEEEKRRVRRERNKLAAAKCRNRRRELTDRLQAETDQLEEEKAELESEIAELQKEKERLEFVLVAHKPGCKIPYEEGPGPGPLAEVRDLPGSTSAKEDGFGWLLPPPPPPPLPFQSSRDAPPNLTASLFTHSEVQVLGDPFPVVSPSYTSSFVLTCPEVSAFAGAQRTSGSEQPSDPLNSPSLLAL
# HTR5A ag: activates human HTR5A in OPRM1-OPRD1 agonist counter-screen. HTR5A agonist assay, luminescence, cell-based. activation, % at 9.3 µM. hit rate 0.61% among 340,000; in the data active means activation mostly above about 9.5%, no sharp cut-off; inactive means mostly below about 7.6%;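 further: 0% = cells with vehicle only and 100% = reference agonist; strong numbers were not always called active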
# * = called active by the depositor; ? = inconclusive; · = not tested or not shown.
Structure,PvdQ acylase,SR-BI DiI-HDL act,Wnt act,HTR5A ag,CDK5 inh,dFosB activator,Rtt109 Vps75,RTF Ca sens act,SR-BI HDL uptake,MITF act
COc1ccc(N2C(=O)CC(Sc3nnnn3-c3ccc(F)cc3)C2=O)cc1 (stereo not given),-11,-3,-2,-1,-1.0,-8,-9,1,3,-16
O=C(NCc1ccccc1)c1c(Cl)nc(Cl)c(Cl)c1Cl,0,0,-21,-1,0.3,13,1,1,0,-77
COc1ccc(-c2csc(NC(=O)C3=NN(c4ccccc4)C(=O)CC3)n2)cc1,-4,-58,2,10*,0.0,9,-3,-2,58,-23
COc1cc(NC(=O)c2cccc(F)c2)ccc1NC(=O)c1cc2ccccc2o1,-10,-64,2,3,0.1,-3,-20,1,64,·
CCn1c(SCC(=O)Nc2nccs2)nnc1-c1ccc(S(=O)(=O)N2CCCCCC2)cc1,-10,-48,-4,5,-0.7,-5,7,-5,48,-25
O=C(Nc1nc2ccccc2[nH]1)c1ccc(Br)o1,-9,2,14,-1,1.5,-13,-10,1,-2,5
COc1cccc(-n2nnc3c(=O)n(C/C=C/c4ccccc4)cnc32)c1,-19,30,-2,0,-4.3,-6,0,-2,-30,2
CCOP(=O)(c1ccccc1)C1(C#N)CCCC1 (stereo not given),6,10,·,4,-1.6,1,4,-7,-10,17
CCCS(=O)(=O)N1CCC(CCOc2ccccc2)(C(=O)OCC)CC1,0,-1,0,4,-1.0,-1,0,1,1,13
CCc1cccc(NC(=O)C2CCCN2S(=O)(=O)c2ccc3c(c2)n(C)c(=O)c(=O)n3C)c1 (stereo not given),-6,-12,-1,4,2.5,-11,8,-1,12,-4
Cc1cnc(NC(=O)c2ccco2)s1,12,-4,·,1,2.3,4,-3,-2,4,33
O=C1c2ccccc2C(=O)N1CC1CO1 (stereo not given),27,7,-2,-3,1.9,7,2,-1,-7,4
Cc1cc(=O)n2[nH]cc(C(=O)O)c2n1,-1,25,·,2,0.6,1,12,6,-25,-6
Cc1ccc(S(=O)(=O)c2c(C)nn(-c3ccccc3)c2OC(=O)c2ccco2)cc1,16,11,-3,1,0.3,3,-8,0,-11,-5
O=C(COC(=O)/C=C/c1ccccc1)NC1CCS(=O)(=O)C1 (stereo not given),6,11,-3,8,0.2,-1,7,-1,-11,-6
CCOC(=O)c1ccc(NC(=O)CSc2nc3ncccc3[nH]2)cc1,2,6,-1,1,0.0,-1,-2,-2,-6,19
Cn1cccc1Cc1nnc(SCC(=O)Nc2ccc(F)cc2)n1CCc1ccccc1,-4,-18,7,6,0.0,-12,7,-1,18,-10
O=C1C2ON(c3ccc(Br)cc3)C(c3cccnc3)C2C(=O)N1C1CCCCC1 (stereo not given),-14,14,·,-1,1.3,6,3,-5,-14,-6
CC1Cc2ccccc2N1Cc1cc(=O)c(OCC(=O)Nc2ccccc2)co1 (stereo not given),-1,-3,-2,4,1.2,-8,4,2,3,-7
COc1cc(CCC(=O)OCC(=O)N2CCc3ccccc32)cc(OC)c1OC,-1,-6,1,0,1.1,-3,-1,-4,6,5
Cc1ccc(CNC(=O)C2CCC(=O)N(CC3CCCCC3)C2)o1 (stereo not given),-7,0,1,-5,0.9,-4,-5,-9,0,11
CCN(Cc1nc2ccccc2n1C)c1ccccc1,-18,-12,0,-2,-0.7,-2,-6,0,12,·
CCOc1ccc(NC(=O)CN2C(=O)NC3(CCCC3)C2=O)cc1S(=O)(=O)N1CCCCC1,1,-16,0,6,-2.3,-11,6,-1,16,-4
CCSc1nc(-c2ccccc2)nc(C(Cl)Cl)n1,-18,15,-23,0,1.2,-3,0,-4,-15,-96
O=C(Nc1ccccc1OC(F)F)c1ccc(-n2cncn2)c([N+](=O)[O-])c1,-6,-44,1,3,1.3,-1,-3,5,44,3

# New compounds follow:
Structure,PvdQ acylase,SR-BI DiI-HDL act,Wnt act,HTR5A ag,CDK5 inh,dFosB activator,Rtt109 Vps75,RTF Ca sens act,SR-BI HDL uptake,MITF act
COc1ccc(Cn2nnnc2C(c2ccccn2)N2CCN(c3cc(Cl)ccc3C)CC2)cc1 (stereo not given),8,-10,·,12,-0.7,3,12,-1,10,1
Cc1cccc(OCC(=O)Nc2nccs2)c1C,-12,?,37*,-3,-3.4,2,-1,-1,-96,37
CN(C)CCCOc1ccc(C(C)(C)c2ccccc2)cc1,-4,22,·,0,-0.8,1,-3,9,-22,·
CN(C)c1ccc(C(CNC(=O)Cc2cccc3ccccc23)N(C)C)cc1 (stereo not given),-5,-3,-1,-4,0.1,-16,5,1,3,4
O=C(c1cc2c(=O)oc3ccccc3c2s1)N1CCOCC1,-8,-14,6,-4,0.1,-7,-5,-2,14,50
CN(Cc1ccccc1)C(=O)CSc1cc(=O)n(C)c2ccccc12,10,11,5,0,0.5,2,-4,-3,-11,12
Cc1noc(C)c1C(=O)OCC(=O)/C=C1\N(C)c2ccccc2C1(C)C,-9,20,·,-3,1.7,0,-12,1,-20,2
Cn1c(=O)oc2cc(S(=O)(=O)N3CCC(C(=O)Nc4ccc(OC(F)(F)F)cc4)CC3)ccc21,-12,-7,·,4,-1.3,32*,-17,0,7,-3
CC1C(c2ccccc2)N(C)C(c2ccccc2)CC1(O)c1ccccc1 (stereo not given),2,-4,·,3,0.0,4,27,4,4,-8
C[C@H](CO)N1C[C@H](C)[C@@H](CN(C)C(=O)NC2CCCCC2)Oc2c(NS(=O)(=O)c3cn(C)cn3)cccc2C1=O,-13,0,-4,-2,-0.3,4,-9,3,0,-4
c1nc(COc2nsnc2N2CCOCC2)cs1,18,-22,-2,2,0.8,-3,12,-6,22,·
NC(=O)c1ccc(NC(=O)COC(=O)c2ccc([N+](=O)[O-])cc2)cc1,-15,·,4,-1,0.5,11,1,0,·,-3
CCOC(=O)NC(=O)COC(=O)CNC(=O)c1cccc(OC)c1,-3,4,1,0,0.9,-2,-14,-7,-4,2
CCNc1ccc(C(=O)OCC(=O)Nc2cc(C)on2)cc1[N+](=O)[O-],-17,6,-4,0,1.8,15,-5,0,-6,4
O=C(Nc1cc(Cl)ccc1N1CCOCC1)c1ccco1,-11,-48,-3,-2,-1.9,5,-10,-4,48,2
COc1ccc(CNC(=O)c2cc(C3CC3)nc3c2cnn3C(C)C)cc1,2,-31,-4,4,0.1,-12,6,-3,31,1
CCCCNC(=O)c1sc(=S)n(-c2ccccc2OC)c1N,-11,-1,-4,-2,0.7,-1,-3,4,1,8
O=C(c1ccsc1)N1CCCC(N2CCN(c3cccc(Cl)c3)CC2)C1 (stereo not given),-9,8,1,-1,1.9,-7,-3,0,-8,6
CCSc1nnc(-c2ccc(Cl)cc2Cl)o1,11,15,·,0,0.0,-5,11,-6,-15,63
COC(=O)c1[nH]c2ccccc2c1NC(=O)CN1CC(C)OC(C)C1 (stereo not given),-19,11,-3,4,-0.1,-5,0,1,-11,-6
COc1ccccc1NC(=O)c1sc2ncn(Cc3cccc(C)c3)c(=O)c2c1C,2,-12,-5,1,-0.6,5,1,-1,12,-3
Cc1ccc(CN2CC(C(=O)N3CCN(S(=O)(=O)c4cccc(F)c4)CC3)CC2=O)cc1 (stereo not given),1,15,-4,-2,0.1,-3,-3,-2,-15,-5
COc1ccc(OC)c(CNC(=O)CCN2C(=O)COc3ccccc32)c1,-10,1,·,0,-0.5,-10,-5,4,-1,-6
CC1CCCN(C(=S)NCc2ccccc2)C1 (stereo not given),-5,37,·,3,2.0,1,6,0,-37,11
COc1ccccc1CNC(=O)CSc1nc2nc(C)cc(C)n2n1,-17,-9,·,-2,-17,-7,3,4,9,-11

# Brought forward from above: two compounds, followed by the next part.
Structure,PvdQ acylase,SR-BI DiI-HDL act,Wnt act,HTR5A ag,CDK5 inh,dFosB activator,Rtt109 Vps75,RTF Ca sens act,SR-BI HDL uptake,MITF act
CC1CCCN(C(=S)NCc2ccccc2)C1 (stereo not given),-5,37,·,3,2.0,1,6,0,-37,11
COc1ccccc1CNC(=O)CSc1nc2nc(C)cc(C)n2n1,-17,-9,·,-2,-17,-7,3,4,9,-11
CCOc1ccc(CN2CCCN(C)CC2)cc1,-9,14,-4,1,-1.6,5,-4,-3,-14,-1
COc1ccc(-c2onc(C)c2-c2ccc3c(c2)OCCO3)c(O)c1,11,·,-2,1,-1.5,-5,13,-1,·,-1
O=C(COc1ccc(S(=O)(=O)NCc2ccccc2)cc1Cl)NCc1ccncc1,5,·,-3,8,-3.1,-8,6,-1,·,0
COc1cc(OC)c(C(=O)OC(C)C(=O)Nc2cc(C(F)(F)F)ccc2Cl)cc1OC (stereo not given),-10,-20,-2,2,1.0,-4,-6,6,20,4
COc1ccc(OC(=O)COc2cccc(C)c2)cc1,-1,3,-1,6,0.5,1,3,2,-3,-8
CC(=O)c1cccc(NC(=O)COC(=O)Cc2ccc(Cl)cc2)c1,14,12,-5,-1,1.9,-3,3,-1,-12,10
COc1ccc(C(=O)NCc2cccnc2)cc1OC,-16,9,·,-2,0.6,10,0,-7,-9,0
CCCCn1nnnc1NCc1ccc(N2CCCC2)cc1,10,-21,·,-7,-0.2,8,8,-3,21,3
COc1ccccc1C(=O)NCCC(=O)NCC1CCCCC1,-9,7,-3,-3,0.4,-1,-2,-1,-7,-5
COc1cc([N+](=O)[O-])c2nccnc2c1,-3,?,-1,5,0.3,7,-2,0,-65,9
Cc1ccc(/C=C/c2onc(C)c2S(=O)(=O)N2CCC(C(=O)NC(C)(C)C)CC2)cc1,6,-65,1,1,1.2,4,13,0,65,·
CCNC(=S)N(Cc1c(C)noc1C)c1ccccc1,14,12,4,2,-0.3,-2,-5,-4,-12,-2
Cc1n(CC(O)COCc2ccccc2)c2ccccc2[n+]1C (stereo not given),-6,1,·,2,-2.0,3,-3,0,-1,8
O=C(/C=C(/c1ccc(Cl)cc1)n1cncn1)c1ccccc1,-10,-9,·,3,0.4,4,0,3,9,-2
Cc1nnc(SCC(=O)Nc2cc(C(C)(C)C)nn2-c2ccccc2)s1,-4,33,-3,2,0.3,2,-4,9,-33,8
Cc1ccc(C)c(N2CCN(C(=O)c3ccc4nc(N5CCOCC5)sc4c3)CC2)c1,3,-30,2,3,-0.3,-4,31,2,30,4
Cc1cccc(OCc2nc(-c3cccnc3)no2)c1,2,12,2,1,0.8,-3,1,7,-12,10
CCOc1ccc(-c2csc3ncn(-c4ccc(OC)cc4)c(=O)c23)cc1,-1,-46,0,-5,0.2,7,3,-3,46,-11
CCCCOCCCNC(=O)Cc1cccs1,-15,41,·,-7,0.8,-1,·,-2,-41,-2
COc1cc2cc(C(c3nnnn3C3CCCC3)N3CCc4ccccc43)c(=O)[nH]c2cc1OC (stereo not given),-13,-12,-1,-1,1.8,1,3,0,12,-5
C/C(=N\O)C(C)(C)Nc1cccc(F)c1,-9,31,3,2,-1.7,1,-16,1,-31,·
